Screening data (PubChem BioAssay)
TrxR1 inh – blocks rat thioredoxin reductase 1; O89049; recombinant rTrxR1, NADPH fluorescence consumption, selenite substrate; Potency, µM (doses to about 114 µM), inactives show at the highest dose activity change, negative = inhibition, usual class: inhibitors; 390,000 tested, 1% active; AID 588453; also: potency is read from the fitted curve at half-maximal effect; % is scaled to controls: 0 for no effect and ±100 for the full control effect; nearly all actives have a fitted effect of over 65% in size
Target sequence (O89049 whole entry, looked up): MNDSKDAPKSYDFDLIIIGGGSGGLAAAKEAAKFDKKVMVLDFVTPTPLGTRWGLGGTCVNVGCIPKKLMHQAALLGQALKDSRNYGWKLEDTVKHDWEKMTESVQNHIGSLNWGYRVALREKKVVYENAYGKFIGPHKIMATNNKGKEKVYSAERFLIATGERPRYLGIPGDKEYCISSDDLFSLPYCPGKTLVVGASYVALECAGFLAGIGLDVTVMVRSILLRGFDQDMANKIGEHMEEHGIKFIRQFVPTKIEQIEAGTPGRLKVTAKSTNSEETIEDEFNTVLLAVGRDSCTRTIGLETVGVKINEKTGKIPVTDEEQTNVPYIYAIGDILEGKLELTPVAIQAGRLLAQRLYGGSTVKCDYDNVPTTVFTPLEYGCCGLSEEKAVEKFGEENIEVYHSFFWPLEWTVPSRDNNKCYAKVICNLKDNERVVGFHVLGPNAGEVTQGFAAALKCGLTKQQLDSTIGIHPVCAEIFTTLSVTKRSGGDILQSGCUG
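Rat TrxR1 (90 nM in the dispensed reagent) was pre-reduced with 400 uM NADPH for 5 min at room temperature, then incubated with compound for 15 min. After 400 uM selenite was added, NADPH fluorescence (Ex 340/Em 450 nm) was followed for 8 min.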
TrxR1 substrate – substrates of rat thioredoxin reductase 1. O89049. purified TrxR1 substrate turnover, NADPH consumption readout. Potency, µM (doses to about 114 µM), for the others: at the top dose activity change, negative = substrate turnover. 390,000 tested, 0.01% active; also: potency is read from the fitted curve at half-maximal effect; % is scaled to controls: 0 for no effect and ±100 for the full control effect; nearly all actives have a fitted effect of over 50% in size
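Rat TrxR1, dispensed at 90 nM, was prereduced with 400 uM NADPH (final) for 5 min at ~22 deg C, then incubated with compound 15 min before 400 uM selenite. A first-read NADPH fluorescence drop versus no-compound background flagged substrates.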
LDHA block – LDHA (human) enzyme inhibition; P00338; purified LDHA, NADH/diaphorase-resazurin fluorescence; active compounds read low; activity change, % (values are at about 110 or 230 µM); 480,000 tested, 0.15% active; in the data active = activity change below about -30%; inconclusive = mostly about -25% to -30%;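 also: plate controls were DMSO wells for no effect and wells without enzyme for full effect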
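Resorufin fluorescence (ex540/em590), read at 0 and 20 min after diaphorase/resazurin addition, reports the NADH left after a 5 min room-temperature reaction of 2 nM human LDH5 with 0.06 mM NADH and 0.2 mM pyruvate.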
RGS4 inhibitor – blocks human RGS4-accelerated GTP hydrolysis. 390,000 tested, 0.039% active. AID 504845. Potency, µM (series often up to 114 µM), for inactives: top-dose activity change, negative = inhibition, actives largely listed as inhibitors. Transcreener GDP fluorescence polarization, RGS4-accelerated GTP hydrolysis. P49798; also: potency is read from the fitted curve at half-maximal effect; % is scaled to controls: 0 for no effect and ±100 for the full control effect; nearly all actives have a fitted effect of over 75% in size; some results filed as inactive show a strong effect at the top dose
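MLSMR compounds (23 nl, pin-transferred) preincubated 10 min at room temperature with a 500nM (2x) first reagent, then RGS4 at 900nM (2x) plus Transcreener GDP mix added; fluorescence polarization (620/688 nm) read before and after 90 min at 30 °C.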
mIDH1 inhibitor – blocks human mutant IDH1 R132H enzyme; 390,000 tested, 0.093% active; O75874; Potency, µM (top dose mostly 76.6 µM), for inactives: at the top dose activity change, negative = inhibition, usual class: inhibitors; IDH1-R132H enzyme, NADPH consumption, diaphorase/resazurin fluorescence; also: potency is read from the fitted curve at half-maximal effect; % is scaled to controls: 0 for no effect and ±100 for the full control effect; nearly all actives have a fitted effect of over 65% in size
Target sequence (O75874 whole entry R132H, stated change not applied): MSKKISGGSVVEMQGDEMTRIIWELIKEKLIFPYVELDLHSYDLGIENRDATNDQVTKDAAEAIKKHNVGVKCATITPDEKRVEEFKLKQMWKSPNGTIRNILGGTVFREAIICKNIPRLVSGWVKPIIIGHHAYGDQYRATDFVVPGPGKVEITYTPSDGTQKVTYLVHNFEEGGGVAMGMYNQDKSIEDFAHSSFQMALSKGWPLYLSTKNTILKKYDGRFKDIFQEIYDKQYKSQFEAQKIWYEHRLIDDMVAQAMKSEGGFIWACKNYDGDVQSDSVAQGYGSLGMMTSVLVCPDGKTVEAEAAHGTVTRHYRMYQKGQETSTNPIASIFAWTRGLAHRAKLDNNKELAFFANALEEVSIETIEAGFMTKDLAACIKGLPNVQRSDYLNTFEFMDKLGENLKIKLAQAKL
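IDH1-R132H (0.5 ug/mL) preincubated 30 min with compound, then NADPH (0.016 mM) and alpha-KG (2 mM) added; 80 min at RT, pH 7.5. Remaining NADPH coupled via diaphorase/resazurin to fluorescence (540/590 nm); concentration-response curves normalized to no-enzyme control.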
Vif-A3G inh – inhibitors of Vif-APOBEC3G interaction; Q9HC16; HeLa A3G-eYFP + Vif (tagged APOBEC3G with the HIV-1 protein that degrades it), YFP fluorescence, overnight; Potency, µM (series often up to 46.1 µM), for inactives: at the highest dose activity, negative = active, hits mostly inhibitors; 410,000 tested, 0.076% active;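 also: potency is read from the fitted curve at half-maximal effect; % is scaled to controls: 0 for no effect and ±100 for the full control effect; nearly all actives have a fitted effect of over 60% in size; hits raise eYFP signal because A3G escapes Vif-driven loss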
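Read-out is eYFP fluorescence (Ex 488/Em 500-530) from Vif-expressing HeLa A3G-eYFP cells; more signal means A3G escaped Vif-mediated degradation. Cells plated overnight, compound pinned in, incubated overnight at 37 deg C.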
Vif-APOBEC3F blk – Vif-A3F binding inhibition; Potency, µM (doses to about 46.1 µM), inactives show top-dose activity, negative = active; HeLa A3F-eYFP + Vif (tagged APOBEC3F with the HIV-1 protein that degrades it), YFP fluorescence increase; 390,000 tested, 0.2% active; also: potency is read from the fitted curve at half-maximal effect; % of control where 0% means no effect; nearly all actives have a fitted effect of over 65% in size
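Fluorescence increase (Ex 488/Em 500-530) after overnight compound treatment at 37 deg C flags inhibition of Vif-driven A3F-eYFP loss in stable HeLa A3F-eYFP/Vif cells seeded overnight beforehand.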
GRP78 ERSR act – inducers of ER stress response in human glioma cells. U87-MG GRP78 promoter luciferase reporter, 16 h. Potency, µM, inactives show top-dose activation, usual class: activators. 420,000 tested, 0.02% active. AID 602332; also: potency is read from the fitted curve at half-maximal effect; series mostly up to about 76 µM; % of control where 0% means no effect; nearly all actives have a fitted effect of over 35% in size
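ERSR induction read as luciferase luminescence (Bright-Glo, 10 min at room temperature) in stably transfected human U87-MG glioma cells exposed to compounds for 16 h, using GRP78 as sensor.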
USP1-UAF1 inh – inhibitors of human USP1/UAF1 deubiquitinase; recombinant USP1/UAF1, Ub-Rhodamine cleavage fluorescence; Potency, µM (titrated, usually from 57.1 µM), inactives show top-dose activity change, negative = inhibition, hits mostly inhibitors; 390,000 tested, 0.23% active; also: potency is read from the fitted curve at half-maximal effect; % is scaled to controls: 0 for no effect and ±100 for the full control effect; nearly all actives have a fitted effect of over 60% in size; inactives centre near -12
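USP1/UAF1 complex at 1 nM was preincubated with compound for 15 min at room temperature, then Ub-Rho substrate (150nM final) was added. Fluorescence (480/540 nm) was read kinetically, 6 reads every 60 seconds.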
* hit, by the source's call; ? = inconclusive; / = no result given; & = joins results of further samples; [ ] = another dose, or the depositor's remark. Unless noted, calls follow the shape of the dose curve; as a rule, active = well fitted curve in the direction sought with a large enough effect; inconclusive = small, poorly fitted or top-dose-only effect, or another doubt; inactive = no such curve, though single readings can be large; an effect the other way counts as inactive or inconclusive. This is a subset; the hit share may differ from the screen's.

compound | TrxR1 inh | TrxR1 substrate | LDHA block | RGS4 inhibitor | mIDH1 inhibitor | Vif-A3G inh | Vif-APOBEC3F blk | GRP78 ERSR act | USP1-UAF1 inh
O=C(O)c1ccc(NCc2nc3ccccc3n2Cc2ccccc2)cc1 | 14% | 6% | -4 | 0% | 13% | 0% | 7% | -5% | -11%
Clc1nc2c(ccc3ccccc32)[nH]1 | 21% | 4% | -3 | 8% | 3% | -1% | -2% | 10% | -17%
CC(=O)c1c(OC(=O)c2ccccc2Br)ccc2c(C)cc(=O)oc12 | -13% | -9% | -6 | 14% | -8% | 3% | -2% | -4% | -15%
COc1ccc(S(=O)(=O)N(C)CC(=O)Nc2ccc3c(c2)OCCO3)cc1 | -7% | -4% | -4 | 1% | 3% | -1% | 4% | -4% | -17%
CN1CCC(=C(c2ccccc2)c2ccc(Br)cc2)CC1 | 24% | -2% | -6 | 25% | -1% | 5% | 1% | -1% | -10%
COc1ccccc1OCC(=O)NCC(C)NC(=O)COc1ccccc1OC (stereo not given) | 2% | 0% | 1 | -4% | 7% | 0% | 6% | -5% | -8%
Cc1ccnc2nc(C(=O)Nc3ccc(N4CCOCC4)cc3)nn12 | 3%[57.1 µM] | 6%[57.1 µM] | 2 | 10% | 5% | -2% | 0% | -2% | -12%
COc1ccc2c(c1)CCC(C)N2C(=O)C(=O)c1c[nH]c2ccccc12 (stereo not given) | -10% | -8% | -1 | -8%[11.4 µM] | -5% | -29% | 1% | -3% | -21%
COc1nc(N(C)C)nc(N(C#N)CCOC(C)=O)n1 | 10% | 4% | -2 | -2%[11.4 µM] | -1% | 3% | 1% | -3% | -17%
Cc1nnc(SCc2ccc(Cl)cc2)n1CC1CCCO1 (stereo not given) | -9% | -9% | 3 | 17% | 0% | -2% | 3% | -4% | -2%
CC1(C)CC2CC(C)(CN2C(=O)COc2cccc3ccccc23)C1 (stereo not given) | 4% | -6% | 0 | 15% | 0% | -1% | / | -1% | -17%
O=C(O)CNC(=S)N(Cc1ccccc1)Cc1cccnc1 | 6% | 1% | -7 | -5% | 1% | -2% | -2% | -1% | -3%
C=CCN(C)NC(=O)Nc1ccccc1 | 5% | -6% | -4 | 16% | -5% | -1% | 0% | -3% | -20%
CCn1cnc2cc(NCc3ccncc3)ccc21 | 8% | 10%[57.1 µM] | 12 | -16% | -5% | 0% | -7% | -4% | 3%
Cc1ccc(C(c2sc3nc(C)nn3c2O)N2CCN(c3ccccc3F)CC2)cc1 (stereo not given) | -10% | -13% | 1 | ? | 9% | 2% | -3% | -8% | -20%
Cc1cc(Nc2cccc(F)c2)n2c(n1)nc1ccccc12 | 15% | 10% | -1 | -8% | 1% | -5% | -5% | -4% | 9%
C[C@H](O)C(=O)C1=Nc2c(nc(N)[nH]c2=O)NC1 | 46%[activator][57.1 µM] | 285%[activator][57.1 µM] | -1 | -5%[56.9 µM] | 12% | 3% | 0% | 0%&0% | ?
CC1CN(S(=O)(=O)c2ccccc2)C(C)N1C(=O)N1CCOCC1 (stereo not given) | 14%[57.1 µM] | -6%[57.1 µM] | -4 | -14% | 5% | -3% | 12% | 1% | -10%
COc1ccc(N=CC2=C(O)CCCC2=O)cc1 | -22% | -19% | -5 | 2% | 7% | 9% | -20% | 2% | -24%
C/C(N)=C(/C#N)C(=O)CSc1nnc(C)n1-c1ccccc1 | -4% | -1% | 1 | 4% | -3% | -3% | 0% | 2% | -5%

(cont.)
compound | TrxR1 inh | TrxR1 substrate | LDHA block | RGS4 inhibitor | mIDH1 inhibitor | Vif-A3G inh | Vif-APOBEC3F blk | GRP78 ERSR act | USP1-UAF1 inh
Cc1cc(=O)n(-c2ccc(Cl)cc2)c(=O)[nH]1 | 13% | -1% | -3 | 7% | -2% | 3% | 1% | 1% | -16%
COc1ccc(-c2ccc3nnc(SCC(=O)N4CCCC4)n3n2)cc1 | -4% | 63%[activator] | -8 | -6% | 3% | -2% | 6% | -4% | -4%
CCCCNC(=O)N1CCN(C(=O)C2CCCO2)CC1 (stereo not given) | 45%[activator] | 12% | 2 | -13% | 10% | -2% | 3% | -2% | -15%
N/C(=N\OC(=O)C12CC3CC(CC(C3)C1)C2)c1ccccc1 | 19% | 6% | 1 | 5% | 4% | 2% | -2% | 1% | -14%
Cc1cc(-c2ccc(C)c(S(=O)(=O)NCCN3CCC(C)CC3)c2)on1 | 2% | -3% | -1 | -13% | -7% | -6% | 2% | -5% | -18%
COc1ccc(-c2cn3c(C)c(C(=O)Nc4cccc(NC(C)=O)c4)sc3n2)cc1 | -19% | -11% | 0 | 35% | -4% | -1% | -12% | -4% | -2%
CSc1ncnc2c1ncn2CCCN1CCN(C(=O)C2CC2)CC1 | / | / | -2 | / | -2% | 2% | 0% | -2% | -15%
CC(c1cccnc1)N(CCN(C)C)C(=O)Nc1ccc(Cl)cc1 (stereo not given) | 25% | 12% | -2 | -14% | 16% | 0% | 2% | -1% | ?
CC(=O)NC(Cc1ccc(C(C)C)cc1)C(=O)NC1CCN(c2nc(C)cc(C)n2)CC1 (stereo not given) | 8% | 22% | -11 | 3% | 5% | 0% | -5% | -5% | -11%
Cc1cccc2c1c(N=NC(N)=S)c(O)n2C1OC(CO)C(O)C(O)C1O (stereo not given) | -18% | -7% | 2 | -31% | 2% | 3% | -8% | -6% | -16%
COc1ccc(CNC2=CC(=O)CC(C)(C)C2)cc1 | -9% | -13% | -5 | -2% | 9% | 1% | 4% | -2% | -3%
COc1ccc(CN2CCN(C(C)C(=O)N(C)Cc3cccc(F)c3)CC2)cc1OC (stereo not given) | 9% | -2% | -34* | 24% | 0% | 0% | 2% | -6% | 2%
CC1CCC(C(=O)NC(C(=O)N2CCc3ccccc3C2)C(C)C)CC1 (stereo not given) | -1% | -7% | 2 | -15% | 3% | 1% | -1% | -5% | -9%
O=C(Nc1ccc(F)cc1F)c1cc2c(=O)n3ccccc3nc2s1 | 6% | 55%[activator] | -10 | -3% | / | / | / | / | -18%
COc1ccc(NC(=O)c2cc3ccccc3oc2=O)c(OC)c1 | 17% | -2% | 0 | -10% | 1% | -3% | -4% | 3% | -21%
CCCc1nnc(NC(=O)CCC(=O)N2CCCCC2CC)s1 (stereo not given) | -18%[11.4 µM] | 3%[11.4 µM] | -3 | -7%[11.4 µM] | 4% | 0% | -8% | -3% | -11%
CCN(CC)C(=O)C(=O)Nc1ccc(F)c(Cl)c1 | 6% | -4% | -2 | -14% | -1% | 1% | 1% | 6% | -13%
Cc1noc(C)c1CC(=O)N1CCCC(C(=O)c2ccc(C(C)(C)C)cc2)C1 (stereo not given) | 22% | 3% | 1 | -30% | 10% | 0% | 1% | -1% | -19%
CNc1c(NC(=O)C2CCC(C)CC2)c(=O)oc2ccccc12 (stereo not given) | 22% | 18% | -2 | -10% | 0% | 5% | 15% | 4% | -6%
CS/C(=N\NC(N)=O)c1ccccc1 | -12% | -8% | -1 | -18% | 4% | -1% | -16% | -3% | -4%

One compound at a time (already shown). Screens in order: TrxR1 inh	TrxR1 substrate	LDHA block	RGS4 inhibitor	mIDH1 inhibitor	Vif-A3G inh	Vif-APOBEC3F blk	GRP78 ERSR act	USP1-UAF1 inh
COc1ccc(CN2CCN(C(C)C(=O)N(C)Cc3cccc(F)c3)CC2)cc1OC (stereo not given) as listed: 9%	-2%	-34*	24%	0%	0%	2%	-6%	2%
CCCCNC(=O)N1CCN(C(=O)C2CCCO2)CC1 (stereo not given) as listed: 45%[activator]	12%	2	-13%	10%	-2%	3%	-2%	-15%

New compounds follow
compound | TrxR1 inh | TrxR1 substrate | LDHA block | RGS4 inhibitor | mIDH1 inhibitor | Vif-A3G inh | Vif-APOBEC3F blk | GRP78 ERSR act | USP1-UAF1 inh
CN(CCC(=O)Nc1ccc(Cl)cc1)Cc1ccccc1 | 26% | 1% | -1 | -22% | -4% | 1% | 0% | -1% | -17%
COc1ccc(NCc2nnc(SCC(=O)Nc3ccc(OC)cc3OC)o2)cc1 | 9%[57.1 µM] | 7%[57.1 µM] | -5 | 17% | -2% | 0% | 14% | 0% | -7%
CC(=O)N1CCN(CC(=O)Nc2c(Cl)ccc(C)c2Cl)CC1 | -1% | -8% | -17 | -5% | 0% | 1% | 7% | -3% | -2%
CC(C)(C)NC(=O)C(c1ccc(F)cc1)N(Cc1cccs1)C(=O)c1ccc(CN2CCOCC2)o1 (stereo not given) | -9%[57.1 µM] | 8% | -3 | 10% | -4% | 3% | 13% | 2% | 3%
C=CCn1c(SCC(=O)Nc2c(C)n(C)n(-c3ccccc3)c2=O)nnc1-c1ccncc1 | / | / | 5 | / | -2% | -1% | 0% | -3% | -12%
Cc1cccc(C)c1Nc1c(-c2ccsc2)nc2ncccn12 | -25% | -13% | -3 | -36% | 1% | -8% | 1% | -5% | -14%
CN1CCN(c2ccccc2NC(=O)Cc2cn(C)c3ccccc23)CC1 | 32% | 4% | -1 | -13% | 16% | 2% | -2% | -3% | -16%
O=C(Nc1ccncc1)Nc1ccc(F)c(Cl)c1 | 2% | -4% | -8 | -7% | -7% | -1% | -1% | 2% | -1%
CN(C(=O)c1ccncc1)c1nnc(-c2cnccn2)s1 | 9%[57.1 µM] | -10% | -5 | -6% | -2% | 0% | -2% | 1% | -4%
